LGR2 inh: Drosophila LGR2 receptor signaling inhibition; HEK293 LGR2, CRE-luciferase, bursicon-stimulated, 4 h; inhibition, % at 9.99 µM; 0.35% of 380,000 active;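 active = drop in luminescence signal, shown as inhibition above about 50% in the replicate tests, limit read from the data, passing the limit was not always enough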;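 note: agonist challenge used bursicon conditioned medium at about half maximal strength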
esBAF inh: SWI/SNF esBAF complex inhibition. AID 602393. mouse ES cells, Bmi1-luciferase knock-in reporter, 24 h; 100% = twice the neutral-well signal. reporter increase, % at 12.5 µM. 2% of 350,000 active; in the data active = activation above about 40%;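 note: 0% = median of the plate's neutral control wells and 100% = double that signal; a rise in the Bmi1 reporter signal indicates esBAF inhibition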
SIRT5 inh: sirtuin-5 (human) deacylase inhibition. Q9NXA8. Purified SirT5, succinyl-peptide AMC, trypsin-coupled fluorescence. inhibition, % at 15 µM. 1.1% of 330,000 active; in the data active = inhibition above about 15%
Target sequence (Q9NXA8 whole entry, looked up): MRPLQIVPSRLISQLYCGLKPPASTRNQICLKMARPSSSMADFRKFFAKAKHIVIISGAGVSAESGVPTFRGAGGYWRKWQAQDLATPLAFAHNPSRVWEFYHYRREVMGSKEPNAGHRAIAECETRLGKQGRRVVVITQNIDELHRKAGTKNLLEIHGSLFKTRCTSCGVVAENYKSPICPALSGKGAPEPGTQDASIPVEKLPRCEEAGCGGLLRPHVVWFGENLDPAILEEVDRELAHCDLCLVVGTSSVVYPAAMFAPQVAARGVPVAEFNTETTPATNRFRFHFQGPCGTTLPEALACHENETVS
Statin myotox sup: suppressors of simvastatin-induced myotoxicity in C2C12 myotubes; ATP luminescence, 48 h; scaled: DMSO 0, geranylgeraniol control 100; rescue of ATP level, % at 7.49 µM; 0.78% of 330,000 active;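 active = mean ATP rescue above about 67%, or every replicate alone reaching that limit, limit read from the data, passing the limit was not always enough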;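 note: myotubes were challenged with 10 µM simvastatin during compound exposure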
Casp6 inh: inhibitors of human caspase-6. P55212. purified caspase-6, Z-VEID-R110 cleavage fluorescence. inhibition, % at 12.5 µM. 0.53% of 350,000 active;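 active = mean inhibition across replicates at least about 35%, with every replicate also reaching that limit, limit read from the data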;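 note: 0% = median of neutral control wells and 100% = no fluorescence left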
Target sequence (P55212 24-179 limits assumed): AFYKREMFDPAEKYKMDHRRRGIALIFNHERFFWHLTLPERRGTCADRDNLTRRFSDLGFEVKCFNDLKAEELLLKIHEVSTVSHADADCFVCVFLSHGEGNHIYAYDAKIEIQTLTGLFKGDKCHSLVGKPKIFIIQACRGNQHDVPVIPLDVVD
Target sequence (P55212 194-293 limits assumed): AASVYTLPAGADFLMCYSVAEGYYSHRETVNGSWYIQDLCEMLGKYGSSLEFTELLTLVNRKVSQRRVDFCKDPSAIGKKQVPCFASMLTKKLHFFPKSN
FN deposit inh: fibronectin deposition inhibition. AH1F fibroblasts, Alexa488-fibronectin deposition fluorescence, overnight. inhibition, % at 12.6 µM. 0.086% of 350,000 active;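 active = mean inhibition across replicates of 30% or more, regardless of how many single replicates reach that level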;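 note: positive control wells lacked labelled fibronectin entirely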
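Material: AH1F fibroblasts assembling fluorescent fibronectin matrix; amount: 10000 AH1F cells/well; medium: DMEM, 2% serum; reagent: Alexa488-fibronectin, 24 nM final in well; dosing: single compound dose, delivered by pin transfer; incubation: 1 h adhesion, overnight exposure; detection: fluorescence after three HBSS washes, excitation 485 nm, emission 525 nm; measure: fibronectin deposition inhibition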
S100A4 inh HTS: S100A4-myosin IIA interaction inhibition; S100A4/TAMRA-MyoIIA peptide fluorescence polarization; inhibition, % at 10.7 µM; 0.14% of 360,000 active;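 active = mean inhibition of at least 70% across replicates, with every replicate also reaching that level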
Target sequence (P26447 whole entry, looked up): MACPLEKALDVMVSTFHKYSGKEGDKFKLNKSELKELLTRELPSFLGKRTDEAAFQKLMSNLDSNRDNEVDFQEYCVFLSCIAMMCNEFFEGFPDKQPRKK
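Material: S100A4 monomer protein | Medium: HEPES pH 7.2 with CaCl2, KCl, NaCl, DTT, Triton | Reagent: Labelled myosin peptide probe, 5 nM | Doses: One dose per compound | Times: 5 min incubation before reading | Benchmarks: Neutral control DMSO, positive control TFP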
Numbers without * were called inactive; / = not tested or not shown; & = joins results of further samples. Some of the compounds tested. The share of hits here may be higher or lower than overall.

The opening 18 entries as a preview:
SMILES	LGR2 inh	esBAF inh	SIRT5 inh	Statin myotox sup	Casp6 inh	FN deposit inh	S100A4 inh HTS
N#Cc1cnn(-c2ccccc2)c1NC(=O)c1ccccc1F	0	-1	-2	-2	-4	-6	1
COc1cc2c3nc4n(c(=O)c3n(CC(=O)N3CCCC3)c2cc1OC)CCS4	9	-3	-1	1	1	10	-9
COc1ccc(S(=O)(=O)N2CCCCC2c2cc(C(=O)NCc3cccnc3)no2)cc1 (configuration not stated)	4	2	/	16	-2	-1	12
O=C(c1ccccc1)N(C1=NCCCCS1)c1ccccc1	13	2	0	8	-2	-12	-9
CCCC[C@@H]1CNC(=O)C(=O)N1CCc1cc(C(F)(F)F)cc(C(F)(F)F)c1	6	0	6	18	-1	-2	8
Cc1ccccc1NS(=O)(=O)c1ccc2c(c1)oc(=O)n2C	-7	-3	1	-3	-1	3	-3
CCOC(=O)C1(Cc2ccccc2)CCN(Cc2cccn2-c2nccs2)CC1	-7	/	-2	/	2	-24	2
Cc1cc(CN2CCCC(CO)(Cc3cccc(Cl)c3)C2)n[nH]1 (configuration not stated)	/	/	-3	/	2	2	-7
CSc1ccccc1C(=O)NC1CCCC1	9	2	-4	3	-5	/	-2
COc1cccc(S(=O)(=O)N(C)C[C@H]2Oc3ncc(Br)cc3C(=O)N([C@@H](C)CO)C[C@@H]2C)c1	1&-4	1&3	2&-3	4&13	1&-2	-3&-1	-3&-15
C[C@H](CO)N1C[C@H](C)[C@H](CN(C)Cc2ccc(C(=O)O)cc2)OCCCC[C@H](C)Oc2ccc(NC(=O)Nc3cccc4ccccc34)cc2C1=O	-8	-2	6	/	2	/	10
c1ccc(Nc2cccc3ccccc23)cc1	-31	3	-3	9	-3	/	2
CC=Cc1ccc2n(c1=O)C[C@@H]1[C@@H](CO)[C@H](C(=O)NCCN3CCCC3)N(C(=O)NCCC)[C@H]21 (mixture of isomers)	-5	-1	-9	-14	2	/	-4
COC(=O)C1=C(O)/C(=C/c2cccc(OC)c2O)N=C1C	3	/	/	/	-4	-3	5
Cc1cccc(C)c1NC(=O)c1csc([C@@H]2O[C@H](CO)[C@H](O)[C@H](O)[C@H]2O)n1	-7	-11	/	35	-2	3	-2
N#Cc1c2n(c3c(N)ncnc13)CCCCC2	13	4	0	-12	3	-1	-4
O=C(c1ccncc1)N1CC(=O)N2[C@H](CO)[C@H](c3ccc(/C=C/c4ccccc4)cc3)[C@@H]2C1	26	/	3	/	0	/	-6
CC(C)(C)OC(=O)NC(CC(=O)OCc1ccccc1)C(=O)O (configuration not stated)	4	-8	-2	5	-1	-3	1

Results, repeating the preview:
SMILES	LGR2 inh	esBAF inh	SIRT5 inh	Statin myotox sup	Casp6 inh	FN deposit inh	S100A4 inh HTS
N#Cc1cnn(-c2ccccc2)c1NC(=O)c1ccccc1F	0	-1	-2	-2	-4	-6	1
COc1cc2c3nc4n(c(=O)c3n(CC(=O)N3CCCC3)c2cc1OC)CCS4	9	-3	-1	1	1	10	-9
COc1ccc(S(=O)(=O)N2CCCCC2c2cc(C(=O)NCc3cccnc3)no2)cc1 (configuration not stated)	4	2	/	16	-2	-1	12
O=C(c1ccccc1)N(C1=NCCCCS1)c1ccccc1	13	2	0	8	-2	-12	-9
CCCC[C@@H]1CNC(=O)C(=O)N1CCc1cc(C(F)(F)F)cc(C(F)(F)F)c1	6	0	6	18	-1	-2	8
Cc1ccccc1NS(=O)(=O)c1ccc2c(c1)oc(=O)n2C	-7	-3	1	-3	-1	3	-3
CCOC(=O)C1(Cc2ccccc2)CCN(Cc2cccn2-c2nccs2)CC1	-7	/	-2	/	2	-24	2
Cc1cc(CN2CCCC(CO)(Cc3cccc(Cl)c3)C2)n[nH]1 (configuration not stated)	/	/	-3	/	2	2	-7
CSc1ccccc1C(=O)NC1CCCC1	9	2	-4	3	-5	/	-2
COc1cccc(S(=O)(=O)N(C)C[C@H]2Oc3ncc(Br)cc3C(=O)N([C@@H](C)CO)C[C@@H]2C)c1	1&-4	1&3	2&-3	4&13	1&-2	-3&-1	-3&-15
C[C@H](CO)N1C[C@H](C)[C@H](CN(C)Cc2ccc(C(=O)O)cc2)OCCCC[C@H](C)Oc2ccc(NC(=O)Nc3cccc4ccccc34)cc2C1=O	-8	-2	6	/	2	/	10
c1ccc(Nc2cccc3ccccc23)cc1	-31	3	-3	9	-3	/	2
CC=Cc1ccc2n(c1=O)C[C@@H]1[C@@H](CO)[C@H](C(=O)NCCN3CCCC3)N(C(=O)NCCC)[C@H]21 (mixture of isomers)	-5	-1	-9	-14	2	/	-4
COC(=O)C1=C(O)/C(=C/c2cccc(OC)c2O)N=C1C	3	/	/	/	-4	-3	5
Cc1cccc(C)c1NC(=O)c1csc([C@@H]2O[C@H](CO)[C@H](O)[C@H](O)[C@H]2O)n1	-7	-11	/	35	-2	3	-2
N#Cc1c2n(c3c(N)ncnc13)CCCCC2	13	4	0	-12	3	-1	-4
O=C(c1ccncc1)N1CC(=O)N2[C@H](CO)[C@H](c3ccc(/C=C/c4ccccc4)cc3)[C@@H]2C1	26	/	3	/	0	/	-6
CC(C)(C)OC(=O)NC(CC(=O)OCc1ccccc1)C(=O)O (configuration not stated)	4	-8	-2	5	-1	-3	1
Cc1cccc(-n2cc(CN3CCCN(C=O)CC3)c(-c3cccc(F)c3)n2)c1	-21	4	-2	8	2	8	-3
O=c1c2[nH]c3cccc(Cl)c3c2ncn1Cc1ccco1	15	/	-6	/	0	-7	-6
O=C(N/C(=C\c1ccco1)C(=O)N1CCOCC1)c1ccccc1Cl	19	-1	4	15	/	-1	3
CCNC(=O)[C@@H]1[C@@H](CO)[C@@H]2Cn3c(ccc(-c4cncnc4)c3=O)[C@@H]2N1C(=O)c1ccccc1F	-4	-7	-23	-12	2	/	8
Cc1cc(C)nc(NC(=S)Nc2cccc(Cl)c2Cl)c1	-11	-4	-4	6	1	-10	-3
O=C(CSCc1ccc(Cl)cc1Cl)Nc1c[nH]c(=O)[nH]c1=O	/	0	3	-2	-4	1	0
CCOc1ccccc1NS(=O)(=O)c1ccc2[nH]c(=O)ccc2c1	-10	-4	-1	-15	18	9	-17
Following part.
SMILES	LGR2 inh	esBAF inh	SIRT5 inh	Statin myotox sup	Casp6 inh	FN deposit inh	S100A4 inh HTS
O=C(c1cccc(F)c1)N1CCCC(C(=O)N2CCN(c3ccccc3)CC2)C1 (configuration not stated)	39	/	-8	/	2	8	14
CCC1CCc2c(sc(NC(=O)c3cccnc3)c2C(N)=O)C1 (configuration not stated)	-33	38*	-5	/	0	-6	-8
CSc1nnc(CCCCCNC(=O)OC(C)(C)C)o1	-4	/	-6	/	0	-2	-5
O=C(O)/C=C/c1ccc(OCCCF)cc1	8	/	0	/	0	1	2
O=C(NNC(=O)[C@H]1CC=CC[C@H]1C(=O)O)c1ccc(Cl)cc1Cl	9	/	-2	/	-3	1	-1
CC(=O)N1N=C(c2ccc(C)cc2)CC1c1ccc2c(c1)OCO2 (configuration not stated)	-85	100*	-1	19	2	6	4
O=C(Nc1ccccc1)c1cccc(C(=O)Nc2ccccc2)n1	24	-2	-7	-7	-2	/	10
CCN(CC(=O)Nc1c(F)cccc1F)C(=O)c1ccc(=O)n(C)n1	-1	-4	0	4	-2	-1	-5
Cc1cccc(/C(N)=N/OC(=O)Cc2cccc3ccccc23)c1	-16	/	3	/	4	16	-5
CCOC(=O)c1c(NC(=O)CCC(=O)O)sc2c1CCCCC2	-14	/	-3	/	9	7	-11
CSc1nc(NCCCN(C)C)c2c3c(sc2n1)CN(C)CC3	-6	/	-14	/	-30	2	-2
O=C(c1cccs1)N1CCC(c2nc3c(nnn3Cc3ccccc3Cl)c(=O)[nH]2)CC1	-5	5	1	11	5	5	-1
Cc1cccc(C)c1NC(=O)CC1SC2=NCCN2C1=O (configuration not stated)	/	-3	/	1	/	-3	/
C[C@@H]1CN([C@H](C)CO)S(=O)(=O)c2ccc(C#CCN(C)C)cc2O[C@H]1CN(C)Cc1ccncc1	18	2	2	-47	2	/	2
CCOc1cc(C2C3=C(CCCC3=O)Nc3ccc4ncccc4c32)ccc1O (configuration not stated)	-24	/	-2	/	-1	-1	1
COc1ccc(CNC(=O)COc2ccc(F)cc2)cc1	0	1	0	-6	-1	/	-3
CCSc1nnc(NC(=O)COc2ccccc2[N+](=O)[O-])s1	-20	49*	0	0	-2	0	-2
Cc1[nH]c2ccc(S(N)(=O)=O)cc2c1C	/	-2	/	7	/	-1	/
COc1ccc(Br)cc1CNC(=O)C1CCN(C(=O)N(C)C)CC1	-1	3	/	-9	-2	14	-2
CC(C)Cc1nnc(NC(=O)CCC(=O)NCCc2ccc(Cl)cc2)s1	-3	3	-3	7	-1	-8	-1
C[C@@H]1CN([C@H](C)CO)C(=O)Cc2cc(NS(=O)(=O)c3cn(C)cn3)ccc2O[C@@H]1CN(C)CC1CC1	-21	-2	5	-1	/	3	59
COc1cc2nc(SCC(N)=O)n(CCC3=CCCCC3)c(=O)c2cc1OC	16	-5	-2	-2	0	/	4
CCc1ccc(N=C2NC(=O)/C(=C/c3cc(Br)c(OCC(=O)O)c(OC)c3)S2)cc1	12	-7	15	-4	64*	4	-2
CCOC(=O)C1C(=O)NCC1c1ccccc1 (configuration not stated)	-9	-2	0	8	-3	/	-11
CCCOc1ccc(Oc2cc(C)nc(SC)n2)nn1	/	-1	/	20	/	-6	/
Cc1nn(C)c(C)c1S(=O)(=O)N1CCCC(C(=O)NCCc2ccc(Cl)cc2)C1 (configuration not stated)	6	-1	/	3	-1	-29	3
CCCCCN=CC1=C(O)CC(c2ccccc2)CC1=O (configuration not stated)	-8	/	-2	/	-2	-2	1
O=C(COC(=O)/C=C/c1cccc(Cl)c1)Nc1ccc2[nH]c(=O)[nH]c2c1	0	/	-2	/	-1	5	25
Cc1c(O)ccc(C(=O)COc2ccccc2F)c1O	/	40	/	3	/	-3	/
